# From PubChem
# TNF death inh – inhibitors of TNF-alpha triggered necroptosis, primary screen, cell-based, Jurkat FADD-/-, single concentration; Jurkat FADD-/- TNF necroptosis rescue, ATP luminescence, 24 h; 0 = TNF only, 100 = no-TNF cells; activation (protection from cell death), % at 10 µM; 220,000 tested, 0.068% active;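 active = activation, meaning protection from cell death, of at least 50% relative to plate controls; inactive = activation below 50%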;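 note: necroptosis triggered by 40 ng/mL TNF-alpha added together with compound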
# CHOP inhibitor – inhibitors of CHOP promoter induction, primary screen, cell-based, unfolded protein response, luciferase reporter; CHO-K1 CHOP-promoter luciferase, tunicamycin-induced, 15-18 h; inhibition, % at 10 µM; 220,000 tested, 3.8% active;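 active = compounds that reduced the stress-induced luciferase reporter signal by more than about 70% of percent inhibition, limit read from the data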;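 note: 0% = tunicamycin plus vehicle and 100% = wells without tunicamycin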
# RBBP9 inhibitor – human RBBP9 inhibitors, primary screen, biochemical, fluorescence polarization, FP-Rh probe, HTS | AID 1515, 2009 | inhibition, % at 7.94 µM | Serine hydrolase RBBP9 (Homo sapiens), O75884 | recombinant RBBP9 | 220,000 tested, 0.2% active;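 active = inhibition above the campaign mean of all tested compounds plus 3 SD, cut at about 14% in these data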;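 note: plate controls were DMSO wells with RBBP9 for no effect and wells lacking RBBP9 protein for full effect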
# Target sequence (O75884 whole entry, looked up): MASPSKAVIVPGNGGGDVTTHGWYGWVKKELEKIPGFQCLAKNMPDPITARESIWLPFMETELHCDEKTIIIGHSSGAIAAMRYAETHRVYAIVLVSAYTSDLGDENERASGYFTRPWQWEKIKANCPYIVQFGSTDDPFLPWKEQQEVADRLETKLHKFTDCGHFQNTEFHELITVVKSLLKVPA
#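 Material: RBBP9 protein. Amount: RBBP9 at 2.5 µM in dispensed solution, before mixing. Schedule: 30 min then 45 min, 25 °C. Medium: Tris buffer pH 8.0, NaCl, Pluronic. Measured by: fluorescence polarization. Measure: percent inhibition from mP, scaled between DMSO and no-protein wells. Replication: one well per compound.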
# Ba/F3 V617F tox – reduced viability of JAK2V617F-dependent Ba/F3 cells, primary screen, JAK2V617F inhibitor project, cell-based, Ba/F3 EpoR-JAK2V617F, luminescence. ATP luminescence. inhibition, % at 5.6 µM. AID 1446, 2008. 220,000 tested, 1.1% active;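 active = inhibition above the campaign mean plus 3 SD over all tested compounds, cut at about 24% in these data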;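 note: cytokine-independent growth of Ba/F3 cells driven by EpoR plus mutant JAK2; 0% = DMSO-treated cells and 100% = JAK inhibitor I control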
# TRPN1 ag – zebrafish TRPN1 channel agonists, primary screen, cell-based, HEK293, calcium fluorescence; transient receptor potential cation channel N1 (TRPN1/NompC), Danio rerio; HEK293 zebrafish TRPN1-YFP, Fluo-8 calcium fluorescence; 100% = response to 87 µM carbachol; activation, % at 3 µM; 220,000 tested, 0.18% active;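 active = activation above its plate's cutoff, the mean activation of test wells on that plate plus 3 SD, cut at about 19% in these data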;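 note: 0% = DMSO alone and 100% = 87 µM carbachol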
#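 Material – zebrafish TRPN1-YFP in HEK293 cells · Doses – 3 µM single point · Schedule – dye 1 h 37 °C plus 30 min RT · Signal – Fluo-8 calcium fluorescence, excitation 470-495 nm, emission 515-575 nm · Read-out – % activation versus carbachol response · Control set – carbachol high, DMSO low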
# PPC-1+TRAIL kill – compounds killing PPC-1 cancer cells with TRAIL present, primary screen, TRAIL potentiator project, ATPLite luminescence, uHTS. PPC-1 cells + TRAIL, ATPLite viability luminescence. cell killing (% activity), % at 4 µM. 220,000 tested, 0.41% active. AID 1443, 2008;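 active = cell killing above 50% in the first pass at 4 µM, then a duplicate retest at 5 µM averaging 50% or more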;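 note: plate controls were cells with TRAIL plus DMSO for no effect and medium-only wells lacking cells for full effect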
# BaF3 parental – parental Ba/F3 cell viability inhibition, counter-screen for JAK2V617F inhibitor project, murine pro-B, CellTiter-Glo luminescence | CellTiter-Glo ATP luminescence | 220,000 tested, 1.1% active | inhibition, % at 5.6 µM;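 active = inhibition above a per-campaign cutoff, the mean inhibition of all tested compounds plus 3 SD, cut at about 27% in these data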;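 note: 0% = DMSO wells and 100% = JAK Inhibitor I control wells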
# TRPML3 agonist – human TRPML3 channel agonists, primary screen, cell-based, HEK293 TRPML3-YFP, Fluo-8 calcium fluorescence, 3 µM. 100% = the carbachol control signal. activation, % at 3 µM. 220,000 tested, 0.29% active;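 active = activation above its plate's cutoff, the mean activation of the plate's test wells plus 3 SD, cut at about 12% in these data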;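 note: 0% = DMSO only wells and 100% = carbachol wells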
# Target sequence (Q8TDD5 whole entry, looked up): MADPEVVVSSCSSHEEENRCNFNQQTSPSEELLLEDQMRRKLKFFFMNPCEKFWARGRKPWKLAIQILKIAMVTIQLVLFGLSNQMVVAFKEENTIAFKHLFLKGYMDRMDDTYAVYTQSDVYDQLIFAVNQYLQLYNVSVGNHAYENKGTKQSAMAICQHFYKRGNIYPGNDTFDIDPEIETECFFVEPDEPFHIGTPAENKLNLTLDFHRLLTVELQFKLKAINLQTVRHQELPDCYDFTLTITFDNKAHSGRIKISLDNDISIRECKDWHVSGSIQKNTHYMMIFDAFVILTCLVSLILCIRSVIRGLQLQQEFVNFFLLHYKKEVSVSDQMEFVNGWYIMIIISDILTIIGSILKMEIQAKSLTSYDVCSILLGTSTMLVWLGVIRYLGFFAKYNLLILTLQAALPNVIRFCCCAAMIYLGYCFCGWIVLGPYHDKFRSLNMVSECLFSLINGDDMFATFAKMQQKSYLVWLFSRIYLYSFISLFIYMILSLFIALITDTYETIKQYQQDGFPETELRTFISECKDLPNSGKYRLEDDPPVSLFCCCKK
#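 Material: HEK293 cells stably carrying human TRPML3-YFP; compound dosing: single dose, 3 µM final nominal compound, 0.3% DMSO final; incubation: 1-h 37 °C dye load, 5-s basal, 120-s post-compound reads; technique: Fluo-8 intracellular calcium fluorescence, excitation 470-495 nm, emission 515-575 nm; read-out basis: percent activation from peak-to-basal fluorescence ratio, scaled between DMSO and carbachol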
# Wee1 degr inh – Wee1 degradation inhibitors, primary screen, cell-based, HeLa, Wee1K328M-luciferase, luminescence | Wee1-like protein kinase (Homo sapiens), P30291 | HeLa Luc-Wee1K328M stability; 100% = proteasome inhibitor MG132 effect | reporter increase, % at 5 µM | 220,000 tested, 1.2% active;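 active = activation above the mean of all tested compounds plus 3 SD, set per screening run, cut at about 8.8% in these data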;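 note: cells exposed to compound for 20 h before luminescence read; 0% = DMSO alone and 100% = MG132 at 30 µM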
# * hit, by the source's call; . = no result given.
SMILES,TNF death inh,CHOP inhibitor,RBBP9 inhibitor,Ba/F3 V617F tox,TRPN1 ag,PPC-1+TRAIL kill,BaF3 parental,TRPML3 agonist,Wee1 degr inh
CCOC(=O)Cc1cnc(NC(=O)CSc2nc(C)c(CC)c(=O)[nH]2)s1,-0.7,2,-1,0,-0.3,-13,7,0.5,1
CCOc1ccccc1NC(=O)CSc1nnnn1Cc1ccccc1,-0.7,5,-9,-1,-2.7,7,5,-1.8,-1
CCOC(=O)c1c(-c2cccc(N)c2)cn2ccccc12,-1.7,20,0,-2,-1.2,3,9,0.2,0
CCCCOC(=O)Nc1cc(C)c(Cl)cc1OC,-0.5,15,1,0,1.6,-15,8,1.3,0
COc1ccc(Nc2nc(NC(C)(C)C)nc(N3CCOCC3)n2)c(OC)c1,3.7,-7,-4,2,-3.5,3,2,-0.7,-1
Clc1ccccc1-c1nnc(CNC2CC2)o1,0.1,1,0,-3,-0.2,6,0,0.9,-3
COc1ccccc1-n1cnnc1SCC(=O)Nc1ncc(Cl)cc1Cl,-3.2,-10,-2,1,-0.1,9,1,0.5,-2
COc1ccc(N2C(=O)CC(NNc3ncc(Cl)cc3Cl)C2=O)cc1 (stereo not given),1.2,27,-7,-2,0.6,7,4,0.0,2
CCOC(=O)c1cc(CO)cc(C(=O)OCC)c1,-0.3,-8,-7,-4,1.6,1,-3,0.7,-1
COc1cc(/C=N/NC(=O)Cc2c[nH]c3ccccc23)cc(OC)c1OC,0.8,19,-3,-2,0.9,4,5,0.0,-1
CCOc1ccc(-c2noc(CCC(N)=O)n2)cc1OCC,-0.5,27,-9,-2,-0.7,0,5,0.8,1
O=C(Nc1ccc2c(c1)OCO2)c1n[nH]c(=O)c2ccccc12,-0.5,-8,-4,-1,1.4,29,-3,0.3,-2
COc1ccc(Br)cc1/C=N/NC(=O)c1nc(-c2ccccc2)n2c1CCCCC2,-4.3,34,-9,2,-0.1,22,4,0.8,-1
O=C(CN1CCN(Cc2ccccc2)CC1)NCCNc1ccc([N+](=O)[O-])cn1,0.9,10,-3,6,1.2,8,3,-0.1,4
O=C(COc1ccccc1[N+](=O)[O-])N/N=C/c1ccc(OC(=O)c2ccco2)cc1,1.2,30,5,0,1.4,5,4,0.8,4
CCOc1ccc(C(=O)NCC(C)C)cc1,0.4,3,-5,-2,-0.1,15,3,0.1,0
COc1ccccc1CCc1nnc(CCC(=O)N(C)Cc2ccncc2C)o1,0.2,-14,-6,-5,-0.1,6,5,1.2,-4
C/C(=N/NC(=O)CNC(=O)c1cccnc1)c1ccc([N+](=O)[O-])cc1,-0.6,10,5,4,0.8,-2,6,-0.8,0
Cc1ccc(CSCCNS(=O)(=O)c2ccc(C)cc2)cc1,2.5,67,-7,-2,-3.4,26,3,-0.4,-3
Cc1ccc(NC(=O)N(C2=NCC(C)S2)c2ccccc2)cc1 (stereo not given),1.9,.,-4,-3,0.7,.,-1,0.4,-1
O=C(c1ccccc1)N1CCN(c2ccc([N+](=O)[O-])c(NCc3ccco3)c2)CC1,-11,-11,-2,-2,-1.7,-15,10,-1.0,-2
O=C(Nc1cc(C(F)(F)F)ccc1F)C1CCCC1,4.4,13,6,-3,0.4,28,1,-0.1,-2
Cc1cc(Br)ccc1OCCn1ccnc1,0.9,17,-7,-3,-1.1,6,4,0.3,-2
COc1ccc2c(OC)cc(-c3ccccc3)nc2c1,3.2,19,9,-1,-1.9,3,3,-1.0,3

# Record cards (already shown).
# Record of O=C(Nc1cc(C(F)(F)F)ccc1F)C1CCCC1 = TNF death inh: 4.4; CHOP inhibitor: 13; RBBP9 inhibitor: 6; Ba/F3 V617F tox: -3; TRPN1 ag: 0.4; PPC-1+TRAIL kill: 28; BaF3 parental: 1; TRPML3 agonist: -0.1; Wee1 degr inh: -2
# Record of O=C(COc1ccccc1[N+](=O)[O-])N/N=C/c1ccc(OC(=O)c2ccco2)cc1 = TNF death inh: 1.2; CHOP inhibitor: 30; RBBP9 inhibitor: 5; Ba/F3 V617F tox: 0; TRPN1 ag: 1.4; PPC-1+TRAIL kill: 5; BaF3 parental: 4; TRPML3 agonist: 0.8; Wee1 degr inh: 4

# (more compounds)
SMILES,TNF death inh,CHOP inhibitor,RBBP9 inhibitor,Ba/F3 V617F tox,TRPN1 ag,PPC-1+TRAIL kill,BaF3 parental,TRPML3 agonist,Wee1 degr inh
CCOC(=O)c1sc2cccc(Cl)c2c1N,-1.3,35,-4,3,-0.7,23,6,-0.4,2
O=C(CN1CCCC1)Nc1c2c(cc3c1CCC3)CCC2,1.2,5,-5,-2,1.0,-15,4,0.6,3
O=C(CSc1cccc2cccnc12)N1CCCC1,0.9,-8,-8,-2,-0.4,26,0,0.2,7
CN(NS(=O)(=O)c1ccc(F)cc1)c1ncc(C(F)(F)F)cc1Cl,0.2,28,0,-1,-2.4,10,5,0.1,-2
CCOc1cc(C(=O)Nc2ccc3c4c(cccc24)C(=O)N3CC)cc(OCC)c1OCC,-3.6,5,-5,-1,-0.9,7,7,-0.9,0
Cc1ccc(N2CC(C(=O)Nc3ccc(S(=O)(=O)Nc4nccs4)cc3)CC2=O)cc1 (stereo not given),2.4,25,-5,-2,0.4,3,2,0.9,-2
Cc1ccc(-c2cc3ccccc3nc2N2CCCC2)cc1,-2.2,46,0,-6,0.2,4,-2,-0.3,-2
COc1ccc(NC(=O)CSc2nnc(-c3ccccc3F)n2C2CC2)cc1S(N)(=O)=O,-1.8,15,0,4,1.0,4,8,2.1,-1
CC(C(=O)OCC(=O)Nc1ccc2c(c1)OCO2)N1C(=O)c2ccccc2C1=O (stereo not given),-2.0,18,-5,4,3.2,12,10,1.5,-3
CCC1=NN=C(c2ccc(F)cc2)C(c2c[nH]c3ccccc23)N1O (stereo not given),-2.1,11,-3,-2,-1.1,8,1,-0.3,-3
Cc1ccc(S(=O)(=O)NCC(=O)N/N=C/c2ccccc2O)cc1,-4.2,33,-3,-3,0.3,32,9,-0.4,3
Cc1cc(C(=O)NCC2CCCO2)n(-c2ccccc2)n1 (stereo not given),1.0,46,-8,-4,0.1,12,0,-0.2,-1
CCN(C(=O)CSc1nc2nc(C)cc(C)n2n1)c1ccccc1,-2.1,-3,-4,4,1.4,7,2,0.8,8
CCC1CCCCN1C(=O)Cn1c(C(=O)OC)cc2ccsc21 (stereo not given),-0.3,9,-3,0,0.4,25,8,0.6,-4
Cc1ccc(CS/C(Nc2ccccc2C)=C(\C#N)C(N)=O)c(C)c1,1.6,42,0,0,-2.5,27,4,0.2,-2
Cc1ccc(N2CC(C(=O)OCc3ccc([N+](=O)[O-])cc3)CC2=O)cc1 (stereo not given),-0.1,14,1,-1,-1.9,1,2,-0.6,-1
CCOC(=O)/C(=C\c1ccc(Cl)cc1)c1nc2sc(C)c(C)c2c(=O)[nH]1,1.3,107*,-3,0,-1.3,-14,9,0.0,0
COCCNC(=O)c1ccccc1-c1nc(-c2ccccc2Cl)no1,-0.9,-12,1,-1,2.0,-11,2,0.1,1
Cc1ccc(-c2nc3c(c(=O)[nH]c(=O)n3CC(C)C)n2CC(C)C)cc1[N+](=O)[O-],1.5,58,-12,6,-0.5,-11,5,-0.3,-1
O=C(O)c1ccccc1-n1cnnn1,2.6,12,2,-3,0.5,6,1,0.6,6
CCOc1ccccc1Oc1cn[nH]c1-c1ccc(OC)cc1O,-0.9,34,4,4,-2.1,-4,95*,-1.5,-3
O=C(O)c1cccc(NC(=S)NC(NC(=O)c2ccco2)C(Cl)(Cl)Cl)c1 (stereo not given),1.4,1,-8,-1,-0.4,-5,-6,1.7,4
CNC(=S)Nc1ccc(OCc2ccccc2)cc1,-1.4,-7,2,0,0.7,14,5,0.3,1
c1ccc(-c2nc3cnccn3c2Nc2ccc3c(c2)OCCO3)cc1,-1.7,8,-6,-3,-1.7,13,0,-1.0,-2
Nc1nc(Cl)cc(NCCc2ccccc2)n1,-1.6,-21,-1,-5,4.1,14,1,1.1,3
CCSc1nnc(NC(=O)C2CC2c2ccccc2)s1 (stereo not given),3.2,102*,-4,-1,-0.6,19,7,0.4,-1
O=C(On1c(-c2ccccc2)nc2ccccc2c1=O)c1ccco1,0.8,104*,1,-3,-0.7,6,-2,0.5,4
CC(=O)c1ccc(Oc2ccc(C(=O)c3ccc(C)c(C)c3)cc2[N+](=O)[O-])cc1,-1.4,54,1,-1,0.5,12,-1,1.4,3
C/C(CC(O)c1ccc2ccccc2n1)=N/O (stereo not given),-0.8,-3,-4,3,0.4,17,10,0.4,1
CCOCCCNS(=O)(=O)c1ccccc1,0.0,-17,-5,0,0.1,-3,3,1.2,1
Cc1nn(CC(N)=O)c(=O)c2ccccc12,-0.4,-30,0,20,-0.1,8,44*,1.3,0
COc1cc(OC)c(N(C)S(=O)(=O)c2cccc(C(=O)Nc3nnc(C4CC4)s3)c2)cc1Cl,0.9,59,-7,4,2.1,8,-7,0.7,1
C/C=C/C(=O)OCC(=O)Nc1cc(OC)c([N+](=O)[O-])cc1C,1.4,3,-2,-1,1.4,7,6,0.2,0
CCCCn1c(C(C)NC(=O)CCC)nc2ccccc21 (stereo not given),0.1,-3,-11,-2,-0.8,4,8,-0.1,-1
CS(=O)(=O)c1ccc(N)cc1,1.2,4,2,-3,0.5,19,2,0.7,0
CCOc1cc(/C=N/Nc2nncc(-c3ccccc3)n2)ccc1O,2.3,-26,9,-3,-1.2,-4,3,0.0,-3
CC(C)Cn1cc(Cl)c(=O)n(CC(C)C)c1=O,-2.3,-5,3,4,0.5,-3,-1,0.3,-1
Cc1cc(C(F)F)nn1CC(=O)NC1C(=O)N2C(C(=O)O)=C(CSc3nnnn3C)CSC12 (stereo not given),0.6,13,0,-2,1.2,11,-4,1.4,5
O=C(CSc1nccc(=O)[nH]1)N1CCc2ccccc2C1,-1.0,2,-11,-1,0.1,5,4,0.6,-1
Cc1cc(C(=O)CSC(C)c2nc3ccccc3c(=O)[nH]2)c(C)n1C (stereo not given),0.8,50,-6,-1,0.8,2,2,0.2,0
COc1ccc(F)cc1C(=O)C1CCCN(Cc2c(C)n(C)n(-c3ccccc3)c2=O)C1 (stereo not given),1.4,-2,-1,-1,-0.6,6,3,-0.8,-4
COc1ccc(C(=O)NCC(=O)OCc2cccc(Br)c2)cc1,-2.4,15,2,3,-1.8,-6,0,-1.2,2
